GlmU inhibition: inhibition of mycobacterial GlmU enzyme – biochemical, glucosamine-1-phosphate acetyltransferase (AID 1376); M. tuberculosis GlmU acetyltransferase enzyme assay; higher % means a stronger effect; inhibition, %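 (tested at 30 µM in the primary screen)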, or IC50 in µM where a hit was titrated; actives 0.25% (n = 220,000); in the data active = inhibition above about 13%;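 also: 0% = complete reaction with vehicle and 100% = reaction without substrate; strong numbers were not always called active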
RmlCD inh 1536: M. tuberculosis RmlC/RmlD inhibition; RmlC+RmlD coupled enzyme assay, percent inhibition; primary screen in compound mixtures; inhibition, % at 3.6 µM; actives 0.03% (n = 160,000); AID 1533; in the data active = inhibition mostly above about 34%, no sharp cut-off; also: some results filed as inactive read as strong as hits
Target sequence (P9WH09 whole entry, looked up): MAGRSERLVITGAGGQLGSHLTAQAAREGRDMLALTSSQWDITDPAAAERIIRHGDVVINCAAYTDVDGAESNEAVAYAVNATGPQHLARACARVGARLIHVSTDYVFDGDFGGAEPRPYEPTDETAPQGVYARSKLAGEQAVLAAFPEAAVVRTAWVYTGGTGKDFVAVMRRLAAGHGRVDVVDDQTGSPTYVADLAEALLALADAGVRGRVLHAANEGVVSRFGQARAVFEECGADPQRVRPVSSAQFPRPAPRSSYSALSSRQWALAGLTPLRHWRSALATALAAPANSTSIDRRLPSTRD
Target sequence (P9WH11 whole entry, looked up): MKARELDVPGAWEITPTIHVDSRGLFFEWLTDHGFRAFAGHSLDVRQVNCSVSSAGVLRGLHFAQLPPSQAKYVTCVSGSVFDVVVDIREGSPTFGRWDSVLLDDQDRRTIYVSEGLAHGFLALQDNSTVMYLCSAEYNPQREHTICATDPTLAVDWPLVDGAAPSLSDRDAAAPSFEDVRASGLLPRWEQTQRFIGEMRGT
Numbers without * were called inactive; / = not tested or not shown. Not all compounds are listed; rates above refer to the full screens.

Results follow in this order: RmlCD inh 1536, GlmU inhibition
- CCn1ncc(Br)c1C(=O)N(C)C12CC3CC(CC(C3)C1)C2
→ -2, -1.9%
- CCC(C)(C)n1nnnc1C(c1ccc(C)cc1)N1CCN(C(=O)c2ccco2)CC1 (configuration not stated)
→ /, 1.7%
- CCN(Cc1ccccc1)C(=S)Nc1cc(C(=O)OC)ccc1C(=O)OC
→ -12, 1.5%
- Cc1noc2ncnc(Sc3ccc(Br)cc3)c12
→ -8, 0.5%
- Cc1ccc(C2=CC(c3ccccc3)n3ncnc3N2)c(C)c1 (configuration not stated)
→ /, 6.6%
- O=C(c1ccco1)N1CCN(CCOc2ccccc2)CC1
→ 6, -4.6%
- COc1ccc(NC(=O)CCCNS(=O)(=O)c2cccs2)cc1
→ /, -4.5%
- COc1ccc(-c2ccc(SCC(=O)N3c4ccccc4CC3C)nn2)cc1OC (configuration not stated)
→ /, -1.0%
- O=C(CSc1nnc(-c2cccnc2)n1-c1ccccc1)Nc1ccc2c(c1)OCO2
→ -7, 0.6%
- O=C(OCc1ccccc1)C1=NNC2C(=O)N(Cc3ccccc3)C(=O)C12 (configuration not stated)
→ 8, 2.7%
- CNC(=O)NC(=O)C(C)OC(=O)c1c2c(nc3ccccc13)/C(=C/c1cccs1)CC2 (configuration not stated)
→ -8, 3.8%
- CC(C)Cn1c(=O)oc2ccccc21
→ 6, 8.4%
- Cc1cc(NC(=O)CSc2nc3c(cc2C#N)CCCC3)no1
→ -8, 1.4%
- O=C(O)CCCCCNS(=O)(=O)c1cccc2nsnc12
→ 2, 3.3%
- COCc1nc2ccccc2n1Cc1cccc(C)c1
→ /, 0.3%
- O=C1N(Cc2cccc(Cl)c2)C[C@@H]2C[C@@H](c3cccn3-c3nccs3)N3CCC[C@@]123
→ -2, -3.4%
- O=C(COC(=O)CCc1c[nH]c(=O)[nH]1)Nc1ccccc1
→ /, 0.0%
- C#CCOCCOCCOCCNc1nc(N2CCOCC2)nc(N2CCN(C(=O)Cn3cc(CCCN=C(N)N)nn3)CC2)n1
→ /, -2.4%
- CCC(CC)C(=O)NCCc1cc2ccc(OC)cc2[nH]c1=O
→ -1, /
- O=C(CSC1=NC(=O)C(c2ccccc2)C(=O)N1)Nc1ccccc1Cl (configuration not stated)
→ -3, -5.6%
- CCOC(=O)C1CCCN(C(=O)c2cn(C)c3ccc(S(=O)(=O)N(C)C)cc3c2=O)C1 (configuration not stated)
→ -12, 3.0%
- Cc1c(Br)c([N+](=O)[O-])nn1C(C)C(=O)NCC1CCCO1 (configuration not stated)
→ 1, 3.2%
- CCOc1ccccc1NC(=O)COC(=O)C(CC(C)C)N1C(=O)C2CC=CCC2C1=O (configuration not stated)
→ -1, 5.5%
- CC(C)Cc1csc(NC(=O)c2ccc(Cl)cc2)c1C(=O)O
→ 9, 7.5%
- COc1ccc(-n2c(=O)c3ccccc3n(CC(=O)Nc3ccccc3OC)c2=O)cc1
→ -4, -4.0%
- O=C(OCC(=O)N1CCCCCC1)c1cccs1
→ /, 0.1%
- Cc1onc(-c2c(F)cccc2Cl)c1C(=O)OCC(=O)NC(=O)NCC(C)C
→ -1, -3.0%
- CN1C(=O)C(=C2CCCCCC2)SC1=S
→ -16, -0.4%
- COc1ccc(C2CC(c3cccs3)=NN2C(=O)CSc2nncn2C)cc1OC (configuration not stated)
→ -10, 1.9%
- CC(Oc1ccc(Cl)cc1Cl)c1nc(-c2ccc(NC(=O)c3ccco3)cc2)no1 (configuration not stated)
→ /, -0.5%
- O=C(CSc1ncnc2ccccc12)Nc1cccc(S(=O)(=O)N2CCCC2)c1
→ -5, -5.1%
- CCCn1c(C(O)c2ccc3c(c2)OCO3)nc2ccccc21 (configuration not stated)
→ /, 3.5%
- COc1cc(OC)cc(-c2cc(N)n(S(=O)(=O)Cc3ccccc3)n2)c1
→ -7, 3.9%
- CCN(CC)S(=O)(=O)c1cc(C(=O)O)c(Cl)cc1Cl
→ 13, -0.2%
- CCC/C=N/NC(=O)c1ccccc1O
→ 18, -3.0%
- Fc1ccc(/C=N/Nc2nc(-c3cccnc3)nc3ccccc23)cc1
→ -6, -1.2%
- O=C1/C(=C\c2ccc(C(F)(F)F)cc2)CSc2sccc21
→ -11, 2.5%
- NS(=O)(=O)c1ccc(N2N=C(c3ccccc3)CC2c2cccc(F)c2)cc1 (configuration not stated)
→ -11, 1.6%
- O=C(COC(=O)/C=C/c1ccc(S(=O)(=O)N2CCc3ccccc32)cc1)NC1CCS(=O)(=O)C1 (configuration not stated)
→ -9, 2.1%
- N=C1C(c2nc(-c3ccc(F)cc3)cs2)=C(O)CN1Cc1ccc(Cl)cc1
→ /, -3.4%
- Cc1c(N=Cc2c(O)n(Cc3ccco3)c(=O)[nH]c2=O)c(=O)n(-c2ccccc2)n1C
→ /, -0.4%
- O=C(Nc1cccc(F)c1)c1ccc(-c2ccccc2Cl)o1
→ /, -0.7%
- CC(=O)N(C1=NCCCS1)c1ccc(Cl)cc1
→ -52, 1.1%
- COc1ccc(NC(=O)c2cc3c(=O)n4ccccc4nc3n2C)cc1OC
→ 3, -1.6%
- O=C(Nc1ccc(Oc2cccc3ccccc23)cc1)c1ccco1
→ /, -0.3%
- CCc1cc(=O)oc2cc(OCC=C(C)C)ccc12
→ 6, 0.7%
- CCn1nccc1C(=O)Nc1nccs1
→ 1, 3.8%
- O=c1cc(CN2CCN(C/C=C/c3ccccc3)CC2)c2cc(O)ccc2o1
→ 2, -7.3%
- CN1CCN(/N=C/c2cccc(Cl)c2Cl)CC1
→ -7, -4.6%
- CC(CCc1ccccc1)NC(=O)COC(=O)c1cccs1 (configuration not stated)
→ /, -4.0%
- O=C(Cc1cccs1)Nc1nnc(-c2ccccc2)s1
→ 2, -2.1%
- COc1cccc(NC(=O)Nc2cccc(C(=O)O)c2)c1
→ 7, -0.4%
- NS(=O)(=O)c1ccc(NC(=O)C2Cc3ccccc3C(=O)O2)cc1 (configuration not stated)
→ -2, -4.0%
- CN(Cc1ccccc1)S(=O)(=O)c1ccc(Cl)nc1
→ -5, -1.7%
- Cc1ccc(-c2csc3ncnc(SCC(=O)Nc4nnc(C)s4)c23)cc1
→ 8, 6.1%
- COC(=O)c1nnn(CC(=O)NC(=O)Nc2ccc(F)cc2)c1C(=O)OC
→ -3, 0.8%
- CCN(C(=O)CSc1nnnn1C)c1c(N)n(Cc2ccccc2)c(=O)[nH]c1=O
→ /, 0.6%
- Cc1ccccc1N(CC(=O)NC(C)(C)C)C(=O)c1ccc(-c2ccccc2)[nH]1
→ -6, 4.5%
- Cc1ccc(N2CCCCn3c2nc2c3c(=O)n(CC(=O)O)c(=O)n2C)cc1
→ 84, 3.0%
- CCCCCC[N+](C)(C)CCSSCC[N+](C)(C)CCCCCC
→ -15, 5.2%

More records:
Results follow in this order: RmlCD inh 1536, GlmU inhibition
- O=C(OCCN1CCCC1)C1(c2ccccc2)CCCC1
→ -8, -2.3%
- c1cnc2nc(-c3ccc4c(c3)OCO4)cn2c1
→ /, 1.1%
- Cc1cc(C)nc(-n2nc(C)c(Br)c2Nc2ccc(Br)cc2)n1
→ 15, 1.0%
- O=C1CCCc2c1cc(-c1ccccc1)n2-c1ccc(O)cc1
→ 16, -1.9%
- Cc1ccc(C)c(S(=O)(=O)NCc2ccc(C(=O)N3CCCCCC3)cc2)c1
→ 12, -8.2%
- CCCCn1c(SCC(=O)N2CCC(C)CC2)nc2cc(S(N)(=O)=O)ccc21
→ /, -0.8%
- CSc1ncccc1C(=O)NCC1CCCCC1
→ 0, -0.4%
- C=CCn1c2[n+](c3ccccc3c1=O)CCCCC2
→ 5, 2.7%
- Cc1cc(C)c([N+](=O)[O-])cc1NC(=O)CCS(=O)(=O)c1ccccc1
→ -14, /
- COc1ccccc1-n1cnc2cc(NS(=O)(=O)c3ccccc3)ccc21
→ 5, 0.1%
- Cc1cccc(C(=O)Nc2cc(C)ccc2NC(=O)COc2ccccc2)c1
→ /, -5.3%
- COc1ccc(CCN2C(=O)CC(NNC(=O)c3cccc(O)c3)C2=O)cc1 (configuration not stated)
→ 8, 1.5%
- CCOC(=O)c1cnn(-c2cc(Oc3ccccc3)ncn2)c1N
→ /, 0.8%
- O=C(CN(Cc1cccs1)C(=O)CNS(=O)(=O)c1ccc(Cl)cc1)NCC1CCCO1 (configuration not stated)
→ 2, -1.4%
- CC(C)CNC(=O)c1cc2nc(C3CC3)cc(C(F)(F)F)n2n1
→ /, 1.6%
- CCOC(=O)c1cccc(NC(=O)Cn2c(CC(=O)N3CCCC3)nc3ccccc32)c1
→ /, 2.3%
- Cc1ccc(OCC(=O)N2CCN(CC3CC4C=CC3C4)CC2)cc1 (configuration not stated)
→ -9, 1.1%
- Cc1cc(C)nc(N/N=C/C2=C(O)CC(c3ccc(F)cc3)CC2=O)n1 (configuration not stated)
→ 12, 2.6%
- CC1(c2ccc(Cl)cc2)NC(=O)N(CC(=O)N2CCCC2)C1=O (configuration not stated)
→ /, 7.1%
- O=C(NC1CCCCC1)C(=O)N(Cc1cccnc1)C(C(=O)NCc1ccco1)c1ccccc1 (configuration not stated)
→ 4, 3.2%
- CCNC(=S)N(CCc1c(C)[nH]c2ccc(C)cc12)Cc1cccs1
→ 10, -0.6%
- O=C(Nc1ccc(Cl)cc1)NC1CCCCNC1=O (configuration not stated)
→ -3, 3.0%
- CCN(CC)CCNC(=O)Cn1nc(-c2ccc(C)cc2)ccc1=O
→ -7, 3.9%
- Cc1ccc(-c2cc(N)n(-c3ccc(C)cc3)n2)cc1
→ 8, -6.0%
- O=C(COC(=O)C1CCC(=O)N1)Nc1cc(Cl)ccc1Cl (configuration not stated)
→ 5, -6.2%
- CC1(O)N(Cc2ccccc2)C(=O)OC12CCCCC2 (configuration not stated)
→ 21, -1.1%
- CCCCn1c(CN(C)Cc2ccccc2)nc2c1c(=O)n(C)c(=O)n2C
→ 12, 1.8%
- COCCCN1C(=O)c2ccc(C(=O)NCc3ccco3)cc2C1=O
→ -4, 1.7%
- COC(=O)c1ccc(-c2sc3nc(N4CCOCC4)c4c(c3c2N)CC(C)(C)OC4)o1
→ 9, -2.5%
- Cc1ccc2cc(CCNC(=O)C(C)C)c(=O)[nH]c2c1C
→ /, 0.8%

A section of the results above:
Results follow in this order: RmlCD inh 1536, GlmU inhibition
- O=C(OCCN1CCCC1)C1(c2ccccc2)CCCC1
→ -8, -2.3%
- c1cnc2nc(-c3ccc4c(c3)OCO4)cn2c1
→ /, 1.1%
- Cc1cc(C)nc(-n2nc(C)c(Br)c2Nc2ccc(Br)cc2)n1
→ 15, 1.0%
- O=C1CCCc2c1cc(-c1ccccc1)n2-c1ccc(O)cc1
→ 16, -1.9%
- Cc1ccc(C)c(S(=O)(=O)NCc2ccc(C(=O)N3CCCCCC3)cc2)c1
→ 12, -8.2%

Further structures follow:
Results follow in this order: RmlCD inh 1536, GlmU inhibition
- CC1(C)Cc2c(c(-c3ccco3)[nH]c(=O)c2C#N)CO1
→ -12, 6.8%
- OCC1OC(n2nnc3ccccc32)C(O)C(O)C1O (configuration not stated)
→ -6, 10%
- Cc1cccc(OC(=O)Cn2c(C(F)(F)F)nc3ccccc32)c1
→ 20, /
- CS(=O)(=O)c1nc(-c2ccc(Br)cc2)n[nH]1
→ -5, 1.0%
- CCCN(CCC)CCCNC(=O)c1cc2c(=O)n(C)c3ccccc3c2n1C
→ 9, 4.3%
- C/C(CC(=O)C(F)(F)F)=N\NC(=O)/C(C#N)=C/N(C)C
→ 9, -0.7%
- C=CCn1c(SCC#N)nc2c(c1=O)C(C)(C)Cc1ccccc1-2
→ -1, /
- Cc1ccc(S(=O)(=O)CC(O)COc2ccccc2C#N)cc1 (configuration not stated)
→ 5, -8.2%
- C/C(=N\NC(=O)c1ccc(Cl)c(S(=O)(=O)Nc2ccccc2Cl)c1)c1ccncc1
→ 4, 1.6%
- CC(=O)N1CCN(CCN(CC2C(C)C=C(C)CC2C)C(C)=O)CC1 (configuration not stated)
→ /, -7.6%
- O=C(c1ccco1)c1nnn(Cc2ccccc2)c1-c1ccccc1
→ /, -2.1%
- COc1cc(C(=O)OCC(=O)Nc2cc(C)on2)ccc1OCc1ccccc1Cl
→ -4, -3.1%
- COc1cccc(C2C(C(=O)Nc3ccccc3)=C(C)N=c3s/c(=C/c4ccc(OCC(=O)O)cc4)c(=O)n32)c1 (configuration not stated)
→ /, 4.2%
- O=C1CCc2cc(S(=O)(=O)N3CCCC3C(=O)N3CCN(c4ccccc4)CC3)ccc2N1 (configuration not stated)
→ 20, /
- COC(=O)c1ccccc1OCC(=O)N1CCN(c2ccc(F)cc2)CC1
→ 13, -3.6%
- O=C(CSc1cccc(C(F)(F)F)c1)Nc1ccc(Cl)cc1Cl
→ 1, -3.0%
- O=C(O)CCCCCNC(=O)CCn1cnc2ccccc2c1=O
→ /, -0.9%
- O=C(C1=C[C@H](c2ccc(Br)cc2)C[C@H](OCCCCO)O1)N1CCOCC1
→ /, 5.3%
- O=C(COC(=O)c1cccc(S(=O)(=O)NCc2ccccc2)c1)c1ccccc1
→ 6, -3.9%
- COc1ccc(CCN2CNc3c(c(=O)n(C)c(=O)n3C)C2)cc1
→ -6, 2.5%
- Cc1ccc(C)n1C(CC(=O)O)c1ccc(C#N)cc1 (configuration not stated)
→ /, -0.4%
- O=C(NCc1ccco1)c1cc([N+](=O)[O-])cc([N+](=O)[O-])c1
→ -8, -3.8%
- CC(c1nnc(SCC(=O)Nc2cccnc2Cl)n1Cc1ccccc1)N(C)C (configuration not stated)
→ /, -0.8%
- COc1cccc2c(=O)n(CC(=O)N3CCCc4ccccc43)ccc12
→ /, 7.7%
- O=C(NCc1ccco1)c1cc2n(n1)C(C(F)(F)F)CC(c1ccc(Br)cc1)N2 (configuration not stated)
→ -7, 3.1%
- O=c1oc2ccccc2c(N2CCCC2)c1CN1CCCC1
→ /, 2.1%
- Cc1ccc(-c2nc(N=Nc3ccc(O)cc3)n[nH]2)cc1
→ -11, 3.8%
- COc1cc(C(=O)NCCC(=O)NCc2ccc3c(c2)OCO3)cc(OC)c1OC
→ /, -0.9%

Screening data as filed in PubChem BioAssay.
